# Bioassay records from PubChem BioAssay.
# OX1R antag-1 – blocks the human orexin 1 receptor; AID 485270; OX1R-expressing cells, FRET antagonist read-out; O43613; 330,000 compounds, 1.8% hits; inhibition, % at 6.6 µM; in the data active = inhibition mostly above about 38%, no sharp cut-off; inactive = mostly below about 40%;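 also: 0% = agonist challenge alone and 100% = reference antagonist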
# Target sequence (O43613 whole entry, looked up): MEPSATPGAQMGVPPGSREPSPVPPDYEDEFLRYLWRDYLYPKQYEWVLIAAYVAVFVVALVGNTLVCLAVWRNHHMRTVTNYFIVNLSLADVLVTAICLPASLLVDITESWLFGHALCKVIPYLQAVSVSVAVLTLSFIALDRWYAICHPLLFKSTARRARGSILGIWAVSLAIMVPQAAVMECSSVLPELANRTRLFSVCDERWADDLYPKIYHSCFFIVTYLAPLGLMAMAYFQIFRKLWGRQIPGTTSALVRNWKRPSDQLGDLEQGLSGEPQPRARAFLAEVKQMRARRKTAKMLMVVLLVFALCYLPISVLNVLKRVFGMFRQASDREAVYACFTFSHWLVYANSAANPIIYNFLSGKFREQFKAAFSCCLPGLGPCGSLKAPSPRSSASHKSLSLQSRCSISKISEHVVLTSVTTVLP
# OX1R antag-2 – blocks the human orexin 1 receptor; O43613; CHO/OX1R cells, Fluo-8 calcium fluorescence, orexin A; inhibition, % at 5 µM; 330,000 compounds, 0.43% hits; AID 434989;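 active = inhibition above its plate's threshold, mean inhibition of all tested compounds on the plate plus 3 SD, cut at about 37% in these data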;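 also: 0% = orexin A challenge wells and 100% = SB-334867-A antagonist wells; not every result past the cut was called active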
# * = called active by the depositor.
entry	OX1R antag-1	OX1R antag-2	Structure
1	21.2	6.7	COC(/C=C/Nc1ccc(OC)cc1)=C(C#N)C#N
2	29.4	-14.6	CC1(C)CC(O)C(C)(C)N1O (stereo unspecified)
3	22.1	-9.0	CC(=O)O[C@H]1CC[C@H]2[C@@H]3CCc4cc(O)ccc4[C@H]3CC[C@]12C
4	-0.4	2.7	C/C(=N/NC(=O)C1CCCC1)c1ccc(NC(=O)C(F)(F)F)cc1
5	23.3	-16.1	COc1cc2c(cc1NC(=O)Nc1ccc(C)cc1)oc1ccccc12
6	22.2	-8.9	CCOc1ccc(C(=O)NC(=S)Nc2ccccc2OC)cc1[N+](=O)[O-]
7	18.0	-7.2	CC(Sc1ccc(Cl)cc1)C(=O)N(C)CC(=O)Nc1ccc(N2CCOCC2)cc1 (stereo unspecified)
8	20.6	-8.5	COc1ccc(OCC(=O)Nc2ccc(NC(=O)c3ccco3)cc2)cc1
9	33.0	-11.4	Fc1ccc(C2NCCn3cccc32)cc1 (stereo unspecified)
10	5.8	-20.2	COc1cc(N=C2C(=O)N3c4c(cccc42)C(C)=CC3(C)C)cc(OC)c1
11	-0.6	-25.2	OCc1ccccc1OCCCN1CCC(Cc2ccccc2)CC1
12	5.3	-22.0	Cc1ccccc1OCC(=O)Nc1ccccc1CO
13	1.5	11.3	O=C1C[C@H](c2ccc(O)cc2)Oc2cc(O[C@@H]3O[C@H](CO)[C@@H](O)[C@H](O)[C@H]3O)cc(O[C@@H]3O[C@H](CO)[C@@H](O)[C@H](O)[C@H]3O)c21
14	15.3	7.0	CCCCOc1ccc(S(=O)(=O)Nc2cccnc2)cc1
15	3.9	-21.1	CCCc1[nH][nH]c(=O)c1C(c1ccccc1)C(C#N)C#N (stereo unspecified)
16	21.8	-16.8	C=CCn1c(C)cc(/C([O-])=C(/C(=S)Nc2ccc(OC(F)F)cc2)[n+]2ccc(N(C)C)cc2)c1C
17	18.5	-3.0	CCOC(=O)C1CCN(Cc2c(F)cccc2Cl)CC1
18	2.8	-9.8	CCOc1ccc(N2CC(C(=O)Nc3ccc4c(c3)OCO4)CC2=O)cc1 (stereo unspecified)
19	1.6	0.8	CCCS(=O)(=O)N1CCn2c(nc3ccccc32)C1
20	5.5	-27.2	CCCCOC(=O)Nc1cc(OC)c(Cl)cc1OC
21	21.9	0.1	CN1C(=O)NC(c2ccccc2[N+](=O)[O-])C2=C1CCCC2=O (stereo unspecified)
22	1.4	-21.0	NC(=O)CC1C(=O)N(c2ccccc2)C(=S)N1NC(=O)c1ccc(Br)cc1 (stereo unspecified)
23	5.4	-8.8	Cc1ccc(CNC(=O)Nc2cccc(C)c2)cc1
24	-2.4	6.0	COc1cccc(NC(=O)CSc2nnc(-c3cc(C)[nH]n3)n2N)c1
25	4.0	-22.1	CC(C)(C)OC(=O)C[C@@H]1C/C=C\C[C@H](CC(=O)N[C@@H](CO)Cc2ccccc2)C(=O)N[C@H](Cc2ccccc2)COC1=O
26	19.4	-14.5	Cn1c(-c2ccc3c(c2)OCO3)cnc1NCc1ccccc1Cl
27	14.3	-28.8	COC(=O)C1=C(C)N=C2SCCC(=O)N2C1c1cccs1 (stereo unspecified)
28	9.5	-7.8	CCOc1ccc(S(=O)(=O)N(CC(=O)N/N=C/c2ccc(-c3ccc([N+](=O)[O-])cc3)o2)c2ccccc2)cc1
29	0.5	-21.4	COc1cccc(CNC(=O)CCC(=O)N2Cc3cccc(OC)c3Oc3ncccc32)c1OC
30	15.5	-14.6	COc1ccc(OCc2nnc(SCC(=O)NC3CCCCC3)o2)cc1
31	19.7	-28.4	COc1ccc(C(=O)N2CCCC(CCC(=O)N3CCN(c4ccccn4)CC3)C2)cc1 (stereo unspecified)
32	18.7	-33.9	Cc1ccc(-c2noc(-c3ccccc3C(=O)N3CCCC3)n2)cc1
33	17.8	-0.5	CC(C(=O)Nc1ccccc1Cl)N(c1ccccc1)S(C)(=O)=O (stereo unspecified)
34	11.9	-31.8	CCc1ccc(S(=O)(=O)Nc2cc3c(cc2N2CCCCC2)n(C)c(=O)c(=O)n3C)cc1
35	31.6	-14.4	COc1cccc2cc(-c3nc4ccccc4[nH]3)c(=O)oc12
36	5.8	-3.6	CCC(C(=O)NCc1ccco1)n1nc(C)c2c(C)n(-c3ccccc3)nc2c1=O (stereo unspecified)
37	4.1	-3.0	CC1(C)Cc2ccccc2-c2nnc(-c3ccccn3)n21
38	2.4	-16.2	CCS(=O)(=O)N1CCCC(C(=O)Oc2ccc(Br)cc2)C1 (stereo unspecified)
39	9.3	-21.1	NC1=NC2(CCN(Cc3ccccc3)CC2)n2c(nc3ccccc32)N1
40	41.0	-7.1	CCCCC(=O)NC(c1ccc([N+](=O)[O-])cc1)c1c(O)ccc2ccccc12 (stereo unspecified)
41	1.6	-8.6	Cc1cccc(C(=O)NCC(=O)OCC(=O)c2ccc(C)s2)c1
42	12.5	-15.6	O=C(NNC1CC(=O)N(c2ccc(Cl)cc2)C1=O)c1ccccc1Cl (stereo unspecified)
43	7.1	-20.1	COc1cc2c(cc1OC)n(CC(=O)NC1CCCCCC1)n1c(C)cc(=O)nc21
44	12.7	-23.8	CN(C)S(=O)(=O)c1cccc(NC(=O)COC(=O)c2ccc3c(c2)OCO3)c1
45	9.2	7.9	O=C(Nc1ccc(Br)cc1F)C1CCCN(S(=O)(=O)c2cnc[nH]2)C1 (stereo unspecified)
46	12.9	-34.7	CC1CCN(c2ccccc2NC(=S)NC(=O)c2ccco2)CC1
47	10.3	-11.7	Cc1sc2c(c1C)c(=O)nc1scc(CC(=O)O)n12
48	9.8	-9.9	CN(C)c1ccc(C(=O)Nc2ccc(S(=O)(=O)Nc3nccs3)cc2)cc1
49	24.8	-9.2	COc1cc(CCN2C(=O)c3cccc4cccc(c34)C2=O)c(S(=O)(=O)NCCCO)cc1OC
50	-0.5	-24.7	COc1cc(/C=C2\CCC(C3CCCC3)C2=O)ccc1OC(C)C (stereo unspecified)
51	30.4	-6.1	O=C(Nc1cccc(C(=O)O)c1)Nc1ccc2c(c1)OCO2
52	4.0	-6.2	Cc1cccn(Cc2c(Cl)cccc2Cl)c1=O
53	2.9	-14.8	Cc1ccc2c(=O)n3c(nc2c1)C(Cc1ccccc1)NC(=O)c1ccc(Cl)cc1-3 (stereo unspecified)
54	16.5	-3.4	C=CCn1c(SCC(=O)N2CCCCC2)nnc1-c1ccncc1
55	0.0	-7.1	Cc1ccnc(N2CCC(C(=O)Nc3cccc(C(F)(F)F)c3)CC2)n1
56	6.0	8.5	O=C(CSc1n[nH]c(-c2cccs2)n1)N1CCCC1
57	23.3	2.6	COc1ccc(NC(=O)c2ccc3ccccc3c2)cc1NS(=O)(=O)c1ccc(F)cc1
58	-0.5	1.0	O=C(CN1C(=O)NC2(CCCc3ccccc32)C1=O)NCc1cccs1 (stereo unspecified)
59	1.3	-10.7	O=C1CCN(C(=O)Nc2ccccc2Cl)N1
60	11.8	-39.0	CCN(c1ccccc1)S(=O)(=O)c1cccc(C(=O)N(C)CCOc2ccccc2)c1

# 20 compounds out of the list, ordered by heavy-atom count, descending.
entry	OX1R antag-1	OX1R antag-2	Structure
25	4.0	-22.1	CC(C)(C)OC(=O)C[C@@H]1C/C=C\C[C@H](CC(=O)N[C@@H](CO)Cc2ccccc2)C(=O)N[C@H](Cc2ccccc2)COC1=O
13	1.5	11.3	O=C1C[C@H](c2ccc(O)cc2)Oc2cc(O[C@@H]3O[C@H](CO)[C@@H](O)[C@H](O)[C@H]3O)cc(O[C@@H]3O[C@H](CO)[C@@H](O)[C@H](O)[C@H]3O)c21
28	9.5	-7.8	CCOc1ccc(S(=O)(=O)N(CC(=O)N/N=C/c2ccc(-c3ccc([N+](=O)[O-])cc3)o2)c2ccccc2)cc1
29	0.5	-21.4	COc1cccc(CNC(=O)CCC(=O)N2Cc3cccc(OC)c3Oc3ncccc32)c1OC
57	23.3	2.6	COc1ccc(NC(=O)c2ccc3ccccc3c2)cc1NS(=O)(=O)c1ccc(F)cc1
60	11.8	-39.0	CCN(c1ccccc1)S(=O)(=O)c1cccc(C(=O)N(C)CCOc2ccccc2)c1
7	18.0	-7.2	CC(Sc1ccc(Cl)cc1)C(=O)N(C)CC(=O)Nc1ccc(N2CCOCC2)cc1 (stereo unspecified)
40	41.0	-7.1	CCCCC(=O)NC(c1ccc([N+](=O)[O-])cc1)c1c(O)ccc2ccccc12 (stereo unspecified)
48	9.8	-9.9	CN(C)c1ccc(C(=O)Nc2ccc(S(=O)(=O)Nc3nccs3)cc2)cc1
30	15.5	-14.6	COc1ccc(OCc2nnc(SCC(=O)NC3CCCCC3)o2)cc1
11	-0.6	-25.2	OCc1ccccc1OCCCN1CCC(Cc2ccccc2)CC1
26	19.4	-14.5	Cn1c(-c2ccc3c(c2)OCO3)cnc1NCc1ccccc1Cl
3	22.1	-9.0	CC(=O)O[C@H]1CC[C@H]2[C@@H]3CCc4cc(O)ccc4[C@H]3CC[C@]12C
21	21.9	0.1	CN1C(=O)NC(c2ccccc2[N+](=O)[O-])C2=C1CCCC2=O (stereo unspecified)
14	15.3	7.0	CCCCOc1ccc(S(=O)(=O)Nc2cccnc2)cc1
17	18.5	-3.0	CCOC(=O)C1CCN(Cc2c(F)cccc2Cl)CC1
23	5.4	-8.8	Cc1ccc(CNC(=O)Nc2cccc(C)c2)cc1
52	4.0	-6.2	Cc1cccn(Cc2c(Cl)cccc2Cl)c1=O
59	1.3	-10.7	O=C1CCN(C(=O)Nc2ccccc2Cl)N1
2	29.4	-14.6	CC1(C)CC(O)C(C)(C)N1O (stereo unspecified)

# New compounds follow
entry	OX1R antag-1	OX1R antag-2	Structure
61	17.5	-12.2	CCNC(=S)NNC(=S)NCc1ccccc1
62	24.1	-11.8	COc1cccc(-n2nnnc2SCC(=O)Nc2cccc(NC(C)=O)c2)c1
63	12.2	-37.0	Fc1ccc(C(CCNCc2cccs2)c2ccco2)cc1 (stereo unspecified)
64	15.5	-7.4	CCC(CO)NC1=CC(=O)CCC1 (stereo unspecified)
65	10.9	-6.0	CC1=NC2(CCCc3c2no[n+]3[O-])N(O)C1(C)C (stereo unspecified)
66	8.1	-22.2	CC1=NN(c2ccccc2)C(=O)/C1=C/C=C/c1ccccc1
67	11.7	-32.6	O=C(NCC(=O)N(c1ccc(Cl)cc1)C(C(=O)NC1CCCC1)c1cccnc1)c1ccco1 (stereo unspecified)
68	4.8	3.5	COC(=O)[C@H](Cc1ccc(O)cc1)NC(=O)Cn1cnc(C(=O)Nc2ccc(C)c(C)c2)n1
69	55.0*	-5.0	Cc1cccn2c(=O)c3cc(C(=O)NC4CCCC4)sc3nc12
70	9.4	-6.1	Cc1ccccc1N1CCN(C2CCCN(C(=O)c3cc[n+]([O-])cc3)C2)CC1 (stereo unspecified)
71	6.2	-3.1	Cc1ccc(C(=O)NNC(=O)c2cccc(S(=O)(=O)N3CCOCC3)c2)cc1
72	10.9	-33.5	Cc1noc(C)c1COc1ccccc1C(=O)N1CCN(S(=O)(=O)c2cccc([N+](=O)[O-])c2)CC1
73	28.2	4.3	C#Cc1ccc([C@H]2C=C(C(=O)O)O[C@@H](OCCCCO)C2)cc1
74	12.2	-31.4	CN(C(=O)c1cccc(NC(=O)C2CCN(C(=O)OC(C)(C)C)CC2)c1)C1CCCCC1
75	16.4	-7.2	CCN1C(=O)[C@H]2[C@@H](c3ccc(-c4ccccc4)c(OC)c3)N[C@@](CC(C)C)(C(=O)OC)[C@H]2C1=O
76	42.0	-25.3	CCOC(=O)Cc1nn(Cc2ccc(Cl)cc2)c(=O)c2ccccc12
77	10.0	-10.5	Cn1cccc1CNC1CCCCC1
78	8.7	-12.7	CC(=O)c1ccc(OCCCC(=O)NCCc2ccccc2)cc1
79	3.6	-8.2	O=C(NNC(=O)c1ccccc1Cl)c1ccccc1Cl
80	22.0	-0.6	O=C(O)c1cc(NN=Nc2ccc(Br)cc2)cc([N+](=O)[O-])c1
81	6.8	-26.9	Cc1ccccc1OCc1nc(-c2ccc(-n3cccc3)cc2)no1
82	-7.3	-12.5	C#CCOC(=O)c1ccccc1C(=O)OCC#C
83	9.8	-18.4	O=C(Nc1cccc(C(F)(F)F)c1)c1ccco1
84	8.7	-7.4	COc1ccccc1C(=O)N/C(=C\c1cn(S(=O)(=O)N(C)C)c2ccccc12)C(=O)NCCN1CCOCC1
85	6.5	-24.8	CC(C)c1ccc(NC(=O)CSc2nc(=O)n(CCCN3CCOCC3)c3c2CCC3)cc1
86	21.2	-17.6	CCC/C(=N\NC(=O)CNC(=O)/C=C/c1ccco1)c1ccccc1
87	-2.6	15.8	CC12CCC(C)(c3nc4ccccc4nc31)C2(C)C
88	23.3	-9.1	CCc1nnc(NC(=O)C2CCCN(c3nc4ccccc4s3)C2)s1 (stereo unspecified)
89	-0.6	-24.5	Cc1ccc2c(c1)nnn2C1CCN(CC(=O)N2c3ccccc3CC2C)CC1 (stereo unspecified)
90	29.0	-6.8	O=C(Cn1c(=O)n(Cc2ccco2)c(=O)c2c3c(sc21)CCCC3)Nc1ccccc1
91	76.2*	-3.7	CCOc1ncccc1C(=O)Nc1ccc2nc(C)sc2c1
92	6.1	-30.0	CCn1cc(C(=O)NCc2ccc(C)cc2)c(=O)c2cc(S(=O)(=O)N(C)C)ccc21
93	83.9*	49.8*	CCC(=O)Nc1cc(NC(=O)CSc2ncc(-c3ccc(F)cc3)n2Cc2ccco2)ccc1C
94	4.5	-27.4	CC(C)(C)NC(=O)C[C@H]1C[C@H](C(=O)N2CCCCC2)[C@@]2(CCc3ccccc3)c3[nH]c4ccc(Cl)cc4c3CCN2C1=O
95	12.7	1.6	O=C1C(O)CC2c3ccccc3CC3(CCCC3)N12 (stereo unspecified)
